Source: PubChem BioAssay
RT RNaseH block: blocks HIV-1 RNase H cleavage of RNA/DNA duplex; AID 565; RT-RNase H RNA/DNA duplex cleavage, fluorescence; 65,000 compounds, 1.9% hits; P04585; inhibition, % at 10 µM; in the data active means inhibition above about 50%
RmlC RmlD mix: RmlC/RmlD inhibition, mixture screen; RmlC/RmlD coupled enzyme inhibition, 384-well mixture HTS; inhibition, % at 5.5 µM; 110,000 compounds, 0.39% hits; in the data active means inhibition above about 30%, passing the limit was not always enough; further: strong numbers were not always called active
An asterisk follows results filed as active; . = no result given. Only part of the results is shown; the hit share may differ from the screen's.

Results follow in this order: RT RNaseH block	RmlC RmlD mix
> CCCCc1ccc(NC(=O)C2CCN(S(C)(=O)=O)CC2)cc1
 : -6	-20
> CCCCn1c(=O)n(CC(O)c2ccccc2)c(=O)c2c1ncn2C1CCCC1 (centres undefined)
 : -6	-6
> COc1ccc(C)cc1N(CC(=O)NC1CCCC1)C(=O)CCC(=O)Nc1cc(C)on1
 : 4	2
> O=c1c2ccccc2nc(-c2ccc(Cl)cc2Cl)n1CCCn1ccnc1
 : .	-3
> O=C(CCOc1ccccc1)NCC(c1ccco1)N1CCCCC1 (centres undefined)
 : 0	-21
> COc1ccc(OC)c(NS(=O)(=O)c2ccc(Cl)s2)c1
 : -12	-2
> O=C(NCc1cccnc1)C1c2ccccc2C(=O)N1Cc1ccccc1 (centres undefined)
 : .	-10
> C=CCNC(=O)C(=O)NN=C1CCN(C)CC1
 : .	11
> COc1ccc(CCNC(=O)CSc2nc(O)c(CCC(C)C)c(=O)[nH]2)cc1OC
 : .	-8
> O=C(Nc1nc(-c2cccs2)cs1)c1ccc(S(=O)(=O)N2CCCCC2)cc1
 : 22	46
> Cc1c(C(=O)NCC2CCCO2)sc2nc(-c3ccc(F)cc3)cn12 (centres undefined)
 : -8	7
> CC(=O)CC(C)(C)n1c[n+](C)nn1
 : -2	.
> CC(C)(C)c1ccc(C(=O)NNC(=O)Cc2cccc3ccccc23)cc1
 : .	0
> CCOc1ccc(N(CC(=O)O)S(=O)(=O)c2cccnc2)cc1
 : -2	8
> CC(C)c1nc(-c2ccccn2)no1
 : -6	-11
> CC(C)Cn1c(SC(C)C(=O)Nc2ccc3c(c2)OCCO3)nc2ccccc2c1=O (centres undefined)
 : -19	-14
> Cc1ccc(-c2cc(C(F)F)n3ncc(C(=O)N4CCN(c5cccc(C)c5C)CC4)c3n2)cc1
 : .	5
> c1ccc2c(c1)CCN(c1ncnc3c1[nH]c1ccccc13)C2
 : 3	.
> O=C(NC1CCCC1)c1ccc(CS(=O)(=O)c2ccc(Br)cc2)o1
 : -2	-14
> CCn1cc(/C=N/NS(=O)(=O)c2ccc(OC)cc2)c(C)n1
 : .	8
> Cc1nc(C(=O)Nc2ccccc2)sc1C1(C)CC(c2cccc([N+](=O)[O-])c2)=NO1 (centres undefined)
 : .	2
> CCc1nc(C)ccc1OCC(=O)N(CC)CC
 : .	-7
> c1cncc(-c2noc(-c3cccc4ccccc34)n2)c1
 : .	-18
> COc1ccc(-c2cc(-c3c(O)c(OC)c4occc4c3OC)[nH]n2)cc1
 : .	-8
> COCCCn1[nH]c2c3c(ccc2c1=O)C(=O)c1ccccc1C3=O
 : .	3
> CCc1ccccc1NC(=O)N1C2CCCC1CC(NC(=O)C(C)(C)C)C2 (centres undefined)
 : -12	7
> O=C(CSc1nnc(NC(=O)c2ccco2)s1)NC1CCCC1
 : -7	6
> N#Cc1cc2ccccc2nc1SCc1ccccn1
 : -14	-82
> Oc1cnc2ccccc2c1CN1CCOCC1
 : -3	-11
> CCN(C(=O)c1cc(Cl)ccc1OC)c1ccccc1C
 : .	8
> CCN(CC)CCn1nc(C)nc1-c1ccccc1O
 : -19	-18
> O=C(CCc1nc(-c2ccccc2)no1)NCCc1ccccc1
 : .	7
> CCN1C[C@]2(CO)CC[C@H](OC)[C@@]34C5C[C@H]6[C@H](OC)C5[C@](O)(C[C@H]6OC)[C@@H](C(OC)C23)[C@@H]14 (some centres undefined)
 : .	7
> Nc1c(C(=O)Nc2ccc(Br)cc2)sc2nc(-c3ccco3)ccc12
 : .	-37
> O=C(CN(Cc1ccccc1)C(=O)c1cc2c(s1)CCC2)NCc1cccs1
 : .	-98
> C=CS(=O)(=O)c1ccc(Oc2ccc(S(=O)(=O)C=C)cc2)cc1
 : 30	.
> CCn1c(SCC(=O)Nc2ccccc2C(=O)OC)nc2c1c(=O)n(C)c(=O)n2C
 : -1	.
> Cc1cccc(OCC(=O)O/N=C(\N)Cc2cccs2)c1
 : .	4
> COc1ccc(/C=N/n2c(N)nc3ccccc32)cc1OC
 : -4	-40
> O=S(=O)(/N=C(\Sc1ccccc1)c1ccccc1)c1ccc(Cl)cc1
 : .	-10
> CCN1CC2=C(OC(N)=C(C#N)C2c2ccccc2)/C(=C\c2ccccc2)C1 (centres undefined)
 : -8	-15
> COc1ccc(CCNC(=O)C(=O)NCC2CCCO2)cc1 (centres undefined)
 : .	-8
> CCOc1ccc(-c2nc(CSc3nnc(N)s3)cs2)cc1
 : .	-3
> Cn1c(SCc2ccon2)nc2ccccc2c1=O
 : -22	-9
> CCOC(=O)c1cccc(NC(=O)C(C)N2C(=O)c3ccccc3C2=O)c1 (centres undefined)
 : 32	11
> O=C(COc1ccc(Cl)cc1)N1CCCCC1
 : .	9
> CC(C)(C)C(=O)Nc1cccc(-c2nc3ccccc3[nH]2)c1
 : .	-9
> COc1cc(NC(=O)CSc2nc(C)cs2)cc(OC)c1
 : -21	-10
> O=C1CC(c2ccc(Cl)cc2)n2nc(NS(=O)(=O)c3ccc(F)cc3)nc2N1 (centres undefined)
 : .	-5
> Cc1cc(C)nc(N/N=C/c2ccco2)n1
 : .	-15
> O=C(CCS(=O)(=O)c1cccc2nonc12)N1CCN(c2ccc(F)cc2)CC1
 : 5	4
> O=C(NCCc1ccncc1)C(F)(F)F
 : -2	-3
> O=C(CCCOc1ccccc1)Nc1ccncc1
 : -8	11
> COCCn1cc(C(=S)N2CCOCC2)c2ccccc21
 : .	-7
> CCOC(=O)N1CCC(NC(=O)Cn2cccc2C(=O)c2ccccc2C)CC1
 : -7	-6
> CCn1c2ccccc2c2cc(/C=N/n3cn[nH]c3=S)ccc21
 : .	-37
> CC(c1ccccc1)N1CCn2c(nc3cc(NC(=O)NC4CCCCC4)ccc32)C1 (centres undefined)
 : .	16
> CCO[C@@H]1OC(C(=O)Nc2ccccc2)=C[C@H](c2ccccc2)[C@H]1CCCO
 : .	8
> Cc1ccc(NS(=O)(=O)c2cccc(C(=O)N3CCOCC3)c2)cc1
 : -19	2
> c1ccc(Cn2nnc3c(N4CCN(Cc5ccc6c(c5)OCO6)CC4)ncnc32)cc1
 : -155	-9

Compound profiles, as listed above:
CC(C)(C)C(=O)Nc1cccc(-c2nc3ccccc3[nH]2)c1 reads RT RNaseH block = .; RmlC RmlD mix = -9
CCN(CC)CCn1nc(C)nc1-c1ccccc1O reads RT RNaseH block = -19; RmlC RmlD mix = -18

Grouped by structure: those above with fluorine.
Results follow in this order: RT RNaseH block	RmlC RmlD mix
> Cc1c(C(=O)NCC2CCCO2)sc2nc(-c3ccc(F)cc3)cn12 (centres undefined)
 : -8	7
> Cc1ccc(-c2cc(C(F)F)n3ncc(C(=O)N4CCN(c5cccc(C)c5C)CC4)c3n2)cc1
 : .	5
> O=C1CC(c2ccc(Cl)cc2)n2nc(NS(=O)(=O)c3ccc(F)cc3)nc2N1 (centres undefined)
 : .	-5
> O=C(CCS(=O)(=O)c1cccc2nonc12)N1CCN(c2ccc(F)cc2)CC1
 : 5	4
> O=C(NCCc1ccncc1)C(F)(F)F
 : -2	-3

(cont.)
Results follow in this order: RT RNaseH block	RmlC RmlD mix
> CN(Cc1ccccc1)C(=O)c1cc(-c2ccc(Br)cc2)on1
 : -10	1
> Cc1ccc(N(CC(=O)NCc2ccncc2)S(C)(=O)=O)cc1
 : .	-2
> O=C(CCCOc1ccccc1)Nc1nnc(C2CCCO2)s1 (centres undefined)
 : 11	-7
> CCCCOc1c(Cl)cc(CNC(C)(C)CO)cc1OCC
 : 1	-15
> CCCCn1nc2cc(C(=O)NC3CCCc4ccccc43)ccc2c1OCC (centres undefined)
 : .	-6
> CCc1cc2c(=O)c(-c3nc4ccccc4n3C)c(C)oc2c(CN2CCN(CCO)CC2)c1O
 : -5	-14
> NCc1ccc(S(N)(=O)=O)cc1
 : -2	-13
> Cc1cc(C)cc(NC(=S)NCCc2c[nH]c3ccccc23)c1
 : .	-1
> COC(=O)c1sc2ccccc2c1-n1cccc1C(=O)C(=O)Nc1ccccc1
 : .	8
> Cc1ccc(/C=C/C(=O)O)cc1S(=O)(=O)N(CCO)CCO
 : .	-7
> O=C(CCc1ccc(S(=O)(=O)NCCc2ccccc2)cc1)N1CCN(Cc2ccc3c(c2)OCO3)CC1
 : .	-11
> C=CCn1c(=S)[nH]c2nc3c(cc2c1=O)CCCC3
 : -8	-8
> C=C1C(=O)O[C@@H]2C[C@@H](C)[C@@H]3C=CC(=O)[C@@]3(C)[C@@H](OC(=O)CC(=O)O[C@H]3[C@@H]4C(=C)C(=O)O[C@@H]4C[C@@H](C)[C@@H]4C=CC(=O)[C@]43C)[C@H]12
 : .	10
> O=C(c1cc2ccccc2oc1=O)N1CCN(c2ccccn2)CC1
 : -7	2
> CC(=O)c1ccc(NC(=O)N[C@@H](CC(C)C)C(=O)O)cc1
 : -8	9
> Cc1cccc(-n2c(Cc3cc(=O)[nH]c(=O)[nH]3)nnc2SCC(=O)NCc2ccco2)c1
 : -5	.
> CC(=O)Nc1cccc(NC(=O)CCn2c(=O)sc3ccccc32)c1
 : -18	10
> Cc1ccc(-c2csc3nc4ccc(C(=O)NCCO)cc4c(=O)n23)cc1
 : .	31
> CCc1ccc(CCC(=O)Nc2nc(CC(C)=O)ns2)o1
 : -68	6
> Cc1ccc(S(=O)(=O)N2CCC(C(=O)N3CCC(C(=O)NCC4CCCO4)CC3)CC2)cc1 (centres undefined)
 : 0	.
> CC1(C)C=Cc2c(c3c(c4c(=O)c(-c5ccc(O)cc5)coc24)OC(C)(C)CC3)O1
 : .	-11
> COc1ccc(CNC(=O)C(C)Cc2ccccc2)cc1O (centres undefined)
 : .	10
> Cc1ccc(OCc2nn3c(-c4n[nH]c5c4CCC5)nnc3s2)cc1
 : 26	.
> O=C(NCCSc1c[nH]c2ccccc12)c1ccc(Br)o1
 : -42	7
> COc1ccc(/C(O)=C(\C#N)c2nc3ccccc3n2C)cc1OC
 : 1	1
> Cc1ccc(CCN2CC(C(=O)N3CCC4(CC3)OCCO4)CC2=O)cc1 (centres undefined)
 : -8	8
> CCc1c(C)nc2ncnn2c1NCCc1ccccc1
 : .	18
> CC(=O)Nc1ccc(NC(=O)C2CC(=O)N(c3cccc(C)c3C)C2)cc1 (centres undefined)
 : -9	0
> COc1cccc(S(=O)(=O)Nc2ccc(C(=O)NCc3ccco3)cc2)c1
 : -8	-12
> NCCCC[C@H](NC(=O)C1CCNCC1)c1nnc([C@@H](N)Cc2ccc(O)cc2)o1
 : .	-13
> COc1cccc(C(=O)Cn2c(=N)n(C)c3ccccc32)c1
 : -14	7
> O=C(Nc1ccc(N2C(=O)C3C4C=CC(C4)C3C2=O)cc1)Nc1nnc(C(F)(F)F)s1 (centres undefined)
 : .	-9
> CCc1cccc(C)c1N(C(=O)Cn1c(COC)nc2ccccc21)C(C)COC (centres undefined)
 : .	6
> Cc1ccc(C2Nc3ccccc3-c3nc4ccccc4n32)o1 (centres undefined)
 : -5	-18
> Nc1cc2c([N+](=O)[O-])cccc2o1
 : .	4
> c1ccc(CCn2c(C3CC3)nc3ccccc32)cc1
 : .	7
> CNc1nc(CCN2C(=O)c3ccccc3C2=O)cs1
 : .	-9
> CCCc1c(C)c2cccc(C)c2[nH]c1=O
 : -68	13
> Cc1cccc(NC(=O)c2cnc3ccccn3c2=O)c1
 : -9	-4
> CC1CCc2nc3ccc(S(=O)(=O)N4CCC(C(=O)N5CCCCC5)CC4)cc3c(C(=O)O)c2C1 (centres undefined)
 : .	12
> C#CCSc1nncn1C(=O)/C=C/c1ccccc1
 : .	-12
> CCOCCNC(=O)c1ccccc1C(=O)NCCOCC
 : -7	5
> CN(C)S(=O)(=O)c1ccc(S(=O)(=O)Nc2ccc3c(c2)oc2ccccc23)cc1
 : -3	6
> Cc1n[nH]c(=O)nc1NC1CCCCC1
 : -8	10
> O=C(Cn1nc(-c2ccccc2)ccc1=O)NCCN1CCN(c2cccc(Cl)c2)CC1
 : .	8
> CCCCCNC(=O)CC1Nc2c3ccccc3nc(=S)n2C1=O (centres undefined)
 : .	8
> NC(=O)C1(N2CCCCC2)CCN(C(=O)CSc2nc3ccccc3s2)CC1
 : 1	.
> COc1ccccc1-c1noc(-c2ccccc2)n1
 : -55	.
> COc1ccc(-c2nc(N3CCCC3)nc3nn4c(C)cc(C)nc4c23)cc1
 : -16	.
> CC(=O)Nc1ccc2ccc3cccc4ccc1c2c34
 : .	5
> COc1ccc2c(c1OC)C(=O)OC2Nn1cncn1 (centres undefined)
 : -5	-9
> C=CCSc1nnc2n(CCc3ccccc3)c(=O)c3c4c(sc3n12)COC(C)(C)C4
 : 6	-4
> N#C/C(=C/c1ccc(N2CCOCC2)o1)c1ccc(Br)cc1
 : .	11
> Cc1cccc(C)c1OCCOCCN1CCN(C)CC1
 : -8	8
> COc1c2occc2c(OC)c2c(=O)cc(C)oc12
 : -11	-6
> CCCN1Cc2cccc(C(=O)NCc3ccccc3)c2C1=O
 : -16	-5
> CCCCCc1nnc(NC(=O)Cc2cccs2)s1
 : 28	11
> CCc1noc(C)c1C(=O)N1CCCC1
 : 3	7
> CC(=O)Nc1ccc(S(=O)(=O)NC(CC(=O)NCCc2ccccc2)C(C)C)cc1 (centres undefined)
 : .	-1
> CCOC(=O)N1CCN(c2c(NCCCN(CC)Cc3ccccc3)c(=O)c2=O)CC1
 : -16	-4

Other entries:
Results follow in this order: RT RNaseH block	RmlC RmlD mix
> CCOC(=O)Cn1cc([N+](=O)[O-])c(OC)n1
 : .	-14
> O=C1NC(=O)C2(Cc3c(nc4ccccn4c3=O)N3CCCCCC32)C(=O)N1Cc1ccccc1 (centres undefined)
 : 5	-9
> CCN(CC)S(=O)(=O)c1ccc(/C(O)=C2/C(=O)C(=O)N(CCOC)C2c2ccccc2)cc1 (centres undefined)
 : 1	6
> COC(=O)c1ccc(CSc2ccc3nnc(-c4cccc(F)c4)n3n2)o1
 : -1	8
> CCC(NC(=O)Nc1cc(OC)c(OC)c(OC)c1)(C(F)(F)F)C(F)(F)F
 : 0	-11
> CC(NC(=O)c1ccc(CS(=O)(=O)Cc2ccccc2F)o1)c1ccc2c(c1)OCCO2 (centres undefined)
 : -3	.
> CCOC(=O)c1snc2c(=O)[nH]cnc12
 : 5	-5
